Insulin prom inh: TRM-6 insulin promoter activity inhibition; TRM-6 cells (human fetal islet line), insulin promoter-eGFP reporter, imaging; reporter expression induced with tamoxifen; inhibition, % at 2 µM; AID 1273; hit rate 0.9% among 130,000;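 active = inhibition above the mean plus 3 SD, with well images judged a real hit on visual review, cut at about 60% in these data, passing the limit was not always enough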
SDO1 yeast rescue: compounds rescuing growth of sdo1-depleted yeast, bone marrow failure model; S. cerevisiae sdo1-depleted JHY4D growth rescue, OD600 30 h; active compounds read high; pdr5 snq2 efflux-pump mutant strain; z-score at 10 µM; hit rate 0.21% among 140,000;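 active = z-score above 3 at both the 24 hr and the 30 hr optical density reads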;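 also: z-score against mean and SD of all compound wells on the same plate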
SDO1 yeast rescue Rescue 24 h: recorded beside SDO1 yeast rescue, whose call it bears; z-score; S. cerevisiae sdo1-depleted JHY4D growth rescue, OD600; measured here: growth rescue at 24 h;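 0 is the plate mean of compound wells and units are plate SD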
Numbers without * were called inactive; · = not tested or not shown.

Insulin prom inh | SDO1 yeast rescue | SMILES | SDO1 yeast rescue Rescue 24 h
15 | -1.1 | CC(C)Cn1c(N)c(C(=O)COC(=O)c2cc(C(F)(F)F)nc3c(C(F)(F)F)cccc23)c(=O)n(C)c1=O | -0.44
-31 | -1.5 | CCC(Oc1ccccc1)C(=O)O/N=C(\N)c1ccc(OC)c(OC)c1 (configuration not stated) | -0.88
24 | 0.35 | CCc1ccc(NC(=S)N(CCCN2CCOCC2)Cc2ccccn2)cc1 | 0.45
0 | -0.37 | COc1ccc(OCC(=O)N/N=C(/C)Cc2ccccc2)cc1 | -0.81
-7 | 0.66 | COc1cccc(-n2c(C)n[nH]c2=O)c1 | -0.4
15 | 1.8 | CCCCCOc1ccc(/C=c2\sc3nc(=O)c(-c4ccccc4)nn3c2=O)cc1OC | 3
· | 1.1 | CCOC(=O)N1CCC(NC(=O)c2cc(C(=O)Nc3ccc(OC)c(OC)c3)ccc2CO)CC1 | 1.3
0 | 0.16 | O=C(Nc1ccccc1C(F)(F)F)N1CCN(c2ccc3nnc(-c4ccc(F)cc4)n3n2)CC1 | -0.08
-8 | 1.3 | O=C(NCCc1ccc(Cl)cc1)C1CCN(S(=O)(=O)N2CCCC2)CC1 | 0.94
-136 | · | CCOC(=O)C1=C(N)n2c(s/c(=C\c3cccnc3)c2=O)=C(C(=O)OC)C1c1cccnc1 (configuration not stated) | ·
-12 | 1.3 | O=C(CSc1ccc2ccccc2c1)Nc1ncccn1 | 0.3
3 | 1.1 | OC(COCC1COc2ccccc2O1)CN1CCN(c2ccccn2)CC1 (configuration not stated) | 1.1
-21 | -1.8 | Oc1cccc(-c2nc3ccc4ccccc4c3c3c2CCC3)c1 | -1.8
· | 1 | Nc1ccc2nc(CCc3ccccc3)[nH]c2c1 | 0.89
· | 0.11 | Cc1nn(Cc2c(Cl)cccc2Cl)c(C)c1NC(=O)/C=C/c1cnn(C)c1C | 0.39
9 | 0.15 | Nc1c(-c2ccccc2)c(CN2CCOCC2)nn1-c1ccc(C(=O)O)cc1 | 0.32
-11 | -0.25 | CN1CCN(C(=O)CN(c2cc(C(F)(F)F)ccc2Cl)S(C)(=O)=O)CC1 | -0.03
-19 | 0.08 | Cc1cc(C)cc(C(=O)N2CCN=C2c2ccccc2)c1 | -0.11
-30 | -0.35 | O=C(NCc1cccnc1)c1ccccc1[N+](=O)[O-] | -1.2
23 | 0.14 | CC(C)CCn1c(Cl)nc2c1c(=O)n(C)c(=O)n2C | 1
50 | · | CCc1ccccc1Nc1nc(N)nc(CSc2nnnn2C)n1 | ·
-12 | 2.2 | Cc1ccc2cc(C#N)c(SCC(=O)Nc3ccc4sc(C)nc4c3)nc2c1 | 3.6
-4 | -0.66 | O=C(NNc1nc2ccccc2nc1C(F)(F)F)c1ccccc1 | -1.2
-3 | 0.35 | CN(C)c1ccnc(-n2cccc2/C=N/OCc2ccccc2)c1C#N | 0.87
· | -1.4 | Cc1cc(Nc2ccccc2)n(-c2nc3ccccc3[nH]2)n1 | -1.5
20 | 0.71 | C=CCn1c(SCC(=O)Nc2ncc(Cc3ccc(C)c(Cl)c3)s2)nnc1-c1ccncc1 | 2.4
18 | -0.59 | Cc1ccc(C)c(S(=O)(=O)N2CCN(CC(=O)Nc3sccc3C#N)CC2)c1 | 0.17
· | -0.76 | CC1CCN(C(=O)c2ccccc2NC(=O)c2cccc(S(=O)(=O)N3CCOCC3)c2)CC1 | -1.2
16 | -0.37 | COc1cc(CN2CCN(c3ccc(C)cc3)CC2)cc([N+](=O)[O-])c1O | -0.41
-5 | 1.1 | COC(=O)C(NC(C)=O)(Nc1nc(C)cs1)C(F)(F)F (configuration not stated) | 0.65

(more compounds)
Insulin prom inh | SDO1 yeast rescue | SMILES | SDO1 yeast rescue Rescue 24 h
33 | -0.52 | CCOc1cc(C(C#N)N2CCCCC2)ccc1OC (configuration not stated) | -1.6
22 | -0.32 | NNc1nc2c(Cl)ccc(Cl)c2s1 | 0.05
42 | 0.38 | O=C(NCCN1CCN(Cc2ccc([N+](=O)[O-])cc2)CC1)C(=O)Nc1ccccc1 | -0.09
30 | 0.14 | Cc1c(C(=O)OC(C)C)[nH]c2c1C(=O)CC(C)(C)C2 | -0.18
· | 0.79 | COc1ccc(CCNC(=O)CSc2nnc(-c3ccccc3)c3ccccc23)cc1OC | 1.1
-9 | -0.43 | COc1ccc(OCC(=O)N2CCN(C(=O)c3cccs3)CC2)cc1 | -0.57
· | -0.31 | N#Cc1ccc(Cn2c(=O)c(C#N)c3n(c2=O)CCC3)cc1 | -1
· | -0.01 | COC(=O)c1ccc(Cn2cnc3c(cnn3-c3ccc(F)cc3)c2=O)o1 | 0.12
· | 0.26 | Nc1ccc2ncccc2c1 | -0.07
0 | -1.1 | O=C(CSc1nnnn1-c1cccnc1)Nc1ccc(OCc2ccccc2)cc1 | 0.23
29 | -0.51 | O=C(NNC(=O)c1cnccn1)c1cccc([N+](=O)[O-])c1 | -1.4
50 | -0.8 | COc1ccc(-n2c(=S)[nH]c3cc(C(=O)Nc4ccc(OC)c(OC)c4)ccc3c2=O)cc1 | -0.09
· | 0.33 | COc1ccc(N(C)S(=O)(=O)c2c(C)[nH]c(=O)[nH]c2=O)c(OC)c1 | -0.09
46 | -0.07 | COc1ccc(CCNC(=O)CN(C2CCCCC2)S(C)(=O)=O)cc1 | -0.62
-64 | -0.08 | O=C(Nc1ccc(F)cc1)c1ccc(S(=O)(=O)NCC2CCCO2)cc1 (configuration not stated) | 0.31
· | 0.45 | O=c1c2ccccc2[nH]c(=S)n1CCc1ccccc1 | 3
· | 1 | CC(C)(C)n1nc2c(c1NC(=O)c1ccc(S(=O)(=O)N3CCCCC3)cc1)CS(=O)C2 (configuration not stated) | 0.47
39 | -0.71 | CCCCCNC(=O)c1c[nH]c2ccc(S(=O)(=O)N3CCC4(CC3)OCCO4)cc2c1=O | -0.27
-2 | -1.1 | CC(C)COc1ccc(C(=O)NC(=S)Nc2ccc(CN3CCOCC3)cc2)cc1 | 0.32
28 | 0.79 | CCCSc1nnc2n(N)c(=O)c3ccccc3n12 | 0.86
50 | 0.3 | COCCNC(=O)COc1ccc(C)c(C)c1 | -0.15
3 | 0.91 | Cc1nc2c(C)cccn2c1/C(O)=C1\C(=O)C(=O)N(CCN(C)C)C1c1ccncc1 (configuration not stated) | 0.95
· | -0.51 | COc1ccc(C(=O)Nc2nc3ccc4nc(C)sc4c3s2)cc1 | 1
· | 0.01 | Cc1cc(NS(=O)(=O)c2ccc(NC(=O)CCCOc3ccccc3)cc2)no1 | 0.18
-12 | -0.95 | CCOc1cc(/C=C2\SC(=O)N=C2N)ccc1O | -0.88
-2 | 0.82 | O=C(CN1C(=O)c2ccccc2C1=O)Nc1ccc(S(=O)(=O)NCC2CCCO2)cc1 (configuration not stated) | 0.52
-8 | -0.16 | Clc1ccc(-c2noc(CCCOc3ccccc3)n2)cc1 | 0.25
· | 0.51 | C=CCNC(=O)CC(=O)N/N=C/c1ccc(F)cc1 | 0.56
-51 | -0.41 | Cc1nc(-c2cnn(-c3ccccc3)c2)c2cc(C)oc2n1 | -0.64
6 | -1.1 | Cc1cccc(-c2noc(CCC(=O)Nc3ccccc3)n2)c1 | -1.1

Whole records from above:
COc1ccc(CCNC(=O)CN(C2CCCCC2)S(C)(=O)=O)cc1 is entered as Insulin prom inh: 46; SDO1 yeast rescue: -0.07; SDO1 yeast rescue Rescue 24 h: -0.62
O=C(NNC(=O)c1cnccn1)c1cccc([N+](=O)[O-])c1 is entered as Insulin prom inh: 29; SDO1 yeast rescue: -0.51; SDO1 yeast rescue Rescue 24 h: -1.4

Quoted at random: 5 entries already listed, in no set order.
Insulin prom inh | SDO1 yeast rescue | SMILES | SDO1 yeast rescue Rescue 24 h
-12 | -0.95 | CCOc1cc(/C=C2\SC(=O)N=C2N)ccc1O | -0.88
-11 | -0.25 | CN1CCN(C(=O)CN(c2cc(C(F)(F)F)ccc2Cl)S(C)(=O)=O)CC1 | -0.03
24 | 0.35 | CCc1ccc(NC(=S)N(CCCN2CCOCC2)Cc2ccccn2)cc1 | 0.45
-19 | 0.08 | Cc1cc(C)cc(C(=O)N2CCN=C2c2ccccc2)c1 | -0.11
0 | -0.37 | COc1ccc(OCC(=O)N/N=C(/C)Cc2ccccc2)cc1 | -0.81

(next part)
Insulin prom inh | SDO1 yeast rescue | SMILES | SDO1 yeast rescue Rescue 24 h
23 | 0.86 | CC1=NOC(=O)/C1=C/c1ccc(N(C)C)cc1 | 0.6
-14 | 0.36 | CC(C)CC(CO)N1CCN(C(=O)c2ccc(Cl)cc2Cl)CCC1=O (configuration not stated) | -0.56
-54 | 0.35 | Cc1cccc(N(CC(=O)N/N=C/c2ccc(OCC(=O)NCc3ccco3)cc2)S(C)(=O)=O)c1C | 0.26
-25 | -1.3 | COC(=O)CNC(c1ccccc1Cl)c1cc(Br)ccc1NC(=O)CCN1CCOCC1 (configuration not stated) | -0.53
0 | -0.35 | O=c1[nH]n(-c2cccc3cccnc23)c(=O)c2ccccc12 | -0.11
· | 1.1 | Cc1nc2c(C(=O)NCc3ccc(F)cc3)c[nH]n2c(=O)c1Cl | 1.5
-69 | 0.89 | COc1ccccc1N(CC(=O)NCc1ccccc1)C(=O)CCC(=O)Nc1ccccn1 | 1.2
13 | 0.39 | CC1(C)Cc2c(C#N)c(OCC(=O)c3ccccc3)nc(-c3ccoc3)c2CO1 | 2.8
11 | · | CC(=O)Nc1ccc(/C=N/NC(=O)CNC(=O)c2ccccc2)cc1 | ·
-33 | -0.17 | COCCn1cnc2c1c(=O)n(CC(=O)OCC(=O)NCCCc1ccccc1)c(=O)n2Cc1ccccc1 | -0.29
· | 0.98 | Cc1cnc(C(=O)Nc2ccc(C)c(S(=O)(=O)N(C)C)c2)cn1 | 0.49
-18 | 0.64 | CCN(CC)CCNC(=O)c1cc(S(C)(=O)=O)ccc1OC | 0.51
· | -0.39 | C/C(=N\NC(=O)CCc1c[nH]c2ccccc12)c1cccc([N+](=O)[O-])c1 | -0.73
20 | -0.88 | Cc1cc2oc(=O)cc(CN3CCC(C)CC3)c2c(C)c1Cl | -0.59
· | -1.1 | COc1ccc(Nc2oc(-c3ccccc3Cl)nc2C#N)cc1 | 0.24
14 | 0.07 | CN(C)c1ccc(CN2CCCCC2)cc1 | -0.32
-5 | 0.03 | CC(C)NC(=O)NC(=O)COC(=O)c1ccc(OC(F)(F)F)cc1 | 0.03
9 | -0.49 | CCc1n[nH]c(=S)n1/N=C/c1ccc2c(c1)OCO2 | -0.62
43 | -0.4 | COc1ccc(Cn2nnc(C(=O)Nc3ccc(F)cc3)c2N)cc1 | 1.5
· | -1.4 | O=C(COC(=O)c1cccc(N2C(=O)c3ccccc3C2=O)c1)Nc1ccccc1 | -1.2
14 | -2.1 | Cc1ccc(S(=O)(=O)N[C@@H](Cc2ccccc2)C(=O)CCl)cc1 | -1.1
-24 | -0.37 | CCOc1ccc(NC(=O)NCCN2C(C)CCCC2C)cc1 (configuration not stated) | -0.71
0 | · | Cc1ccccc1NC1=NC2(CCCC2)N=C(N)N1 | ·
33 | · | COC(=O)c1nc(NC(=O)c2ccc(C(C)(C)C)cc2)n[nH]1 | ·
8 | · | Cc1ccc(NCc2nnc(SCC(=O)Nc3nnc(C)s3)n2C)cc1 | ·
-25 | 2.1 | O=C(NC(Nc1ncccn1)C(=O)c1ccccc1)c1ccccc1 (configuration not stated) | 3
-33 | -2.7 | Cn1c(C(=O)N2CCc3ccccc3C2)cc2oc3ccccc3c21 | -1.9
· | 0.05 | Cc1ccc(NC(=O)COC(=O)c2ccc3c(c2)C(=O)N(CCc2ccccc2)C3=O)c(C)c1 | 1.4
26 | -0.37 | CCOC(=O)c1nn(-c2ccccc2)c(=O)c(C#N)c1C | -0.89
-92 | 0.28 | CCC(=O)Nc1ccc(C(=O)CSc2nnc(-c3cccnc3)o2)cc1 | 0.4

Next structures:
Insulin prom inh | SDO1 yeast rescue | SMILES | SDO1 yeast rescue Rescue 24 h
10 | 0.41 | COc1cccc(C(=O)O/N=C(\N)c2ccncc2)c1OC | 0.24
26 | 1.1 | Cc1ccc2oc(NC(=O)N3CCOCC3)cc(=O)c2c1 | 2.5
-10 | -2.6 | CCCSc1nc(N)nc(-c2cccs2)c1C#N | -1.6
-13 | -0.28 | CCOC(=O)C1CCN(Cc2cnc(Oc3ccc(Cl)cc3C)s2)CC1 | 0.15
51 | 0.6 | O=C(CN1C(=O)C2CC=CCC2C1=O)Nc1nnc(SCc2ccc(F)cc2)s1 (configuration not stated) | -0.19
-10 | -0.18 | COc1ccc(/C=C2/C(=O)N(Cc3ccccc3)N=C2C)cc1 | -0.61
4 | -0.95 | CCOC(=O)c1c(NC(=O)c2ccc(Br)o2)sc2c1CCCC2 | -0.49
-47 | · | CSc1nc(C(=O)N2CCCC(C(=O)c3ccc(Cl)cc3)C2)cs1 (configuration not stated) | ·
32 | -0.57 | COc1cc(-c2nc(-c3cccc(C(F)(F)F)c3)no2)cc(OC)c1OC | 0.68
25 | 0.44 | Cn1c(N)c(C(=O)COC(=O)CSc2ccccc2)c(=O)n(C)c1=O | -0.22
15 | -1.2 | COc1cc(S(=O)(=O)NCc2ccc3c(c2)OCO3)ccc1Cl | -0.51
0 | 1.4 | CCNC(=O)c1c(C)nc2ccccn12 | 0.62
31 | -1.8 | CCC1(C)Cc2c(sc3c2c(=O)n(C)c2nnc(SCc4ccccc4)n32)CO1 (configuration not stated) | -1
55 | 0.18 | O=C(CSc1nc2c(sc3ccccc32)c(=O)n1CCO)NCC1CCCO1 (configuration not stated) | -0.98

Compound activity as filed in PubChem BioAssay.

Some of the compounds tested, so the mix of outcomes need not match the whole.
